Screening data from PubChem.
NPYLR7 agonist – activates Aedes aegypti NPYLR7 receptor; activation, % at 10 µM; HEK293T NPYLR7/Galpha15, GCaMP6s calcium fluorescence; 270,000 tested, 0.15% active; in the data active means activation above about 40%;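 further: 0% = vehicle and 100% = reference agonist at the receptor; some compounds past the cut are filed as inactive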
mcGAS inh – blocks mouse cGAS activity. recombinant cGAS, Kinase-Glo ATP depletion luminescence. inhibition, % at 12.5 µM. 160,000 tested, 0.15% active;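 further: 0% = negative control wells and 100% = reference inhibitor with no enzyme activity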
hcGAS lum – blocks human cGAS activity; Q8N884; recombinant h-cGAS, ATP depletion, Kinase-Glo luminescence; 290,000 tested, 0.081% active; inhibition, % at 12.5 µM;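 further: 0% = vehicle reaction and 100% = reaction without DNA for no activity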
Target sequence (Q8N884 whole entry, looked up): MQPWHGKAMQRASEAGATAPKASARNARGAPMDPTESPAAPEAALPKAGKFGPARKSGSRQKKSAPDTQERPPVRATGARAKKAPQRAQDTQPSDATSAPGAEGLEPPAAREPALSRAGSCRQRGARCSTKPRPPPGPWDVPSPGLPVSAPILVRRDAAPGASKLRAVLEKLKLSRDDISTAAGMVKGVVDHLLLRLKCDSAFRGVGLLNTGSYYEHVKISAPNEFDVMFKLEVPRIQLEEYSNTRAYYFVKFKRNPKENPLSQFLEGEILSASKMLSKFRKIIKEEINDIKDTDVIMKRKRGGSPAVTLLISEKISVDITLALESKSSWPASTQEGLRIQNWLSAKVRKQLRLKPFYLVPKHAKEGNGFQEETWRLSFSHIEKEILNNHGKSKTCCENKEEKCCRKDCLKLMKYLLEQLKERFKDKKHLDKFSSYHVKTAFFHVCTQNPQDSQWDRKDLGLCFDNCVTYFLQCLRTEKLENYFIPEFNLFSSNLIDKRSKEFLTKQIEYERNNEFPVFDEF
The depositor's hits bear a star; / = not tested or not shown; & = joins results of further samples. Unless noted, no stated cut-off is given here; in the data, active means inhibition above about 40%; inactive means the rest.

Start of the data: the first 5 entries as a preview:
SMILES	NPYLR7 agonist	mcGAS inh	hcGAS lum
COc1ccc(S(=O)(=O)N2CCCC(C(=O)NC3CCCC[C@H]3NC(=O)c3ccccc3C)C2)cc1 (stereo not given in full)	1	-5	-2
NC(N)=NN=Cc1ccccc1C(F)(F)F	17	/	0
CCCc1cnc(C)nc1NCc1cnn2ccccc12	5	-8	-2
O=C(O)CCC(=O)Nc1sc2c(c1C(=O)Nc1ccccc1)CCCC2	-2	-3	-7
COc1cccc([C@@H](C)NC(=O)c2ccc(-c3cc(-c4cccc5ccccc45)[nH]n3)cc2)c1	-1	-9	-7

All compounds of this part, previewed entries included:
SMILES	NPYLR7 agonist	mcGAS inh	hcGAS lum
COc1ccc(S(=O)(=O)N2CCCC(C(=O)NC3CCCC[C@H]3NC(=O)c3ccccc3C)C2)cc1 (stereo not given in full)	1	-5	-2
NC(N)=NN=Cc1ccccc1C(F)(F)F	17	/	0
CCCc1cnc(C)nc1NCc1cnn2ccccc12	5	-8	-2
O=C(O)CCC(=O)Nc1sc2c(c1C(=O)Nc1ccccc1)CCCC2	-2	-3	-7
COc1cccc([C@@H](C)NC(=O)c2ccc(-c3cc(-c4cccc5ccccc45)[nH]n3)cc2)c1	-1	-9	-7
NC(=O)c1cc2cc(Cl)ccc2oc1=Nc1ccccc1F	-3	-5	-6
CC(C)NC(=O)Cn1c(-c2nnc(C(C)C)o2)cc2ccccc21	-2	-9	-7
O=C(CSc1nnc(Cn2ccc(=O)[nH]c2=O)o1)NCc1ccc(F)cc1	-5	-8	-5
CC(C(=O)Nc1ncccn1)N1CCN(S(=O)(=O)c2cccnc2)CC1 (stereo not given)	9	/	-10
COCc1ncc(CN2CCC(Cc3cccc(C(=O)O)c3)C2)cn1 (stereo not given)	15	/	-3
CCOC(=O)c1ccc(NCN2C(=O)c3ccccc3C2=O)cc1	-19	4	4
O=c1ccn(Cc2cccc(Br)c2)c(=O)[nH]1	-2	/	0
COc1ccc(C(=O)CSc2nnc(-c3ccccc3Cl)n2-c2ccccc2C)cc1	/	-8	-9
O=C(CCn1cnc2ccccc2c1=O)NCc1cnn2ccccc12	-4	-15	-5
CNS(=O)(=O)c1ccc(CN2CC3(CCNCC3)CC2C(=O)O)cc1 (stereo not given)	6	/	-2
CSc1ccc(C(=O)CCC(=O)NCc2ccc(NC(=O)NC(C)C)cc2)cc1	-10	-4	-4
Cc1ccc(C(=O)Nc2ccc3c(c2)C(=O)N(C)C3=O)c(C)c1	-2	/	0
Cc1ccc(-n2ncc3c(=O)n(NC(=O)c4cc5ccccc5oc4=O)cnc32)cc1C	13	/	-12
Cc1cc(S(=O)(=O)N(C)C)cc(NS(=O)(=O)c2cc(Cl)sc2Cl)c1C	4	-8	-12
CCc1ccc(NC(=O)Nc2ccc(N3CCCC3)c(C(=O)NCc3ccc(F)cc3)c2)cc1	-6	-6	-7
Cc1cc2nn(-c3ccc(Cl)cc3)nc2cc1NC(=O)c1cc(-n2cnnc2)ccc1Cl	10	/	-7
Cc1oc2nc3c(c(=O)n(CCN4CCCCC4)c(=O)n3C)n2c1C	0	-10	-8
O=[N+]([O-])c1cccnc1Oc1ccc(Cl)cc1Cl	2	/	-2
CNC(=O)CSc1c(COC)cnc2c1c(=O)n(C)c(=O)n2C	3	-11	-13
O=S(=O)(c1cccnc1)N(Cc1ccsc1)c1cccnc1	-1	/	4
CN1CCCN(c2cc(-c3ccccc3Oc3ccccc3)nc3ccnn23)CC1	-6	-3	-6
Oc1ccc2oc3c(c2c1C=NCc1ccncc1)CCCC3	-11	/	-1
O=C(Cc1cc(-c2ccccc2)on1)NC1=NCCS1	0	1	3
Cc1cn2c3c(=O)n(CCCc4ccccc4)c(=O)n(C)c3nc2n1CC1CCCO1 (stereo not given)	9	-5	-3
CN(C)c1ccc(Cl)cc1NC(=O)CCl	3&-7	4	-4&-9
CCC(C)N(C)S(=O)(=O)Cc1ccccc1C#N (stereo not given)	-3	-17	-8
O=C(NC(Cn1ccnc1)c1ccccc1)c1cn[nH]n1 (stereo not given)	2	-12	-5
Cc1cc(NC(=O)COc2ccc(F)cc2)n(-c2nc3c(cnn3-c3cccc(C)c3C)c(=O)[nH]2)n1	/	-1	-3
CC(C)(C)c1ccc(C(=O)N2CCC2(C)C(=O)N2CCCC2)cc1 (stereo not given)	7	-3	-8
CCCN(CC(=O)N(CCOC)Cc1cccn1C)C(=O)Nc1ccc(F)c(F)c1	8	-5	-6
COCCN(CC(=O)N(CCc1ccc(OC)c(OC)c1)Cc1ccc(C)o1)S(=O)(=O)c1ccc(Cl)cc1	-1	-2	-3
COC(=O)c1scc(-c2ccccc2)c1S(=O)(=O)N1CCC(C)CC1	-2	-7	-2
C=CCNC(=O)N1C[C@H](C(=O)NC)[C@H]2c3ccccc3N(CC(=O)N(C)C)C(=O)[C@]21C	5	-5	-8
Cn1nccc1C(=O)Nc1cc(Cl)ccc1Cl	-4	/	-4
Cc1cc(C)c(C(=O)NCC(C)(C)CNC(=O)c2oc(C)cc2C)o1	1	-13	-7
CC(C)/C=C/C(=O)N1CCC(CO)(Cc2ccccc2Cl)CC1	3&-3	/	4&-4
CC1CCCN(c2cc(C(=O)NCCC#N)c3ccccc3n2)C1 (stereo not given)	9	-3	-8
COc1ccc(-c2nn(-c3ccccc3C)cc2CN(C)CCn2ccnc2C)cc1F	11	-12	-10
Cc1cccc(Oc2ccc(N(Cc3cccnc3)C(=O)NC(C)(C)C)cn2)c1C	-1	/	1
Cc1oc(C(C)(C)C)cc1C(=O)N1CCc2ncn3nc(-c4ccco4)nc3c2C1	4	4	10
CC(CCc1ccccc1)NC(=O)CC(c1ccc(Cl)cc1)c1cn(C)c2ccccc12 (stereo not given)	/	-7	-3
Cc1cc(-n2cncn2)ccc1C(=O)Nc1ccnc(N(C)C)n1	1	/	-5
O=C(Cc1ccc2c(c1)OCCO2)OCc1nnsc1Cl	-1	/	-5
COc1ccc(-c2nnc3sc(Cn4cccn4)nn23)cc1	2	-7	-4
CCOc1nc(-c2cc(OC)c(OC)c(OC)c2)n(S(=O)(=O)c2cccc(C(F)(F)F)c2)n1	26	/	-7
O=C(CC1NC2CCCCC2NC1=O)Nc1ccccc1 (stereo not given)	-5	/	6
CN1CCN(c2nc3c(c(=O)n(C)c(=O)n3C)n2Cc2ccccc2Cl)CC1	7	/	-2
OCC1(CCOc2ccccc2)CCCN(Cc2cccc3ncccc23)C1 (stereo not given)	-5	/	-5
O=C(CSc1nnc(NC(=O)COc2ccc(Cl)cc2Cl)s1)Nc1nccs1	-7	/	0
CCN(CC)CCN(Cc1ccccc1)C(=O)c1coc(Br)c1	2	/	-8
C=CCNC(=O)Cc1cccc(N(Cc2ccc(F)cc2)C(=O)CC(C)C)c1	3	/	0
C=CCn1c(SCCCC)nc2c1c(=O)n(C)c(=O)n2C	-4	/	9
C[C@@H](NC(=O)Nc1c(F)c(F)c(F)c(F)c1F)C(=O)N1CCC(C(=O)N2CCCCC2)CC1	-2	-9	-6
COc1ccc(-n2cc(CNCc3cc(C)n(C)n3)c(-c3cccc(F)c3)n2)cc1	0&-2	-4&-1	-4&-2
CCOC(=O)CCNC(=O)c1ccc(-c2cc(-c3cccc(C(F)(F)F)c3)n[nH]2)cc1	0	2	-2
Additional entries
SMILES	NPYLR7 agonist	mcGAS inh	hcGAS lum
O=C(Nc1ccccc1)C(NC1CCS(=O)(=O)C1)c1ccccc1 (stereo not given)	11	/	6
Cc1ccc(-n2c(SCc3ccccc3F)nnc2-c2ccccc2F)cc1	2	-2	-2
CCO[C@H]1COC[C@@H]1NC(=O)C(=O)c1ccco1	-4	/	-1
CCCCN(CC(=O)NCC(=O)Nc1ccc(OC)cc1)C(=O)c1ccc(OC)cc1	5	-2	-2
COc1cc(OC)cc(C(=O)N(c2ccccc2)c2nc(C)cs2)c1	0	/	-3
Cc1ccc(CN(Cc2ccc(F)cc2)C(=O)CN(CCN2CCCCC2)C(=O)c2cccs2)s1	/	-9	-12
COCCCNc1nc2nonc2nc1N(C)Cc1ccncc1C	8	/	-4
O=S(=O)(c1ccc2ccccc2c1)N1CCCC(c2nc(-c3cccc(Cl)c3)no2)C1 (stereo not given)	8	/	3
CC(c1ccccc1)N(C)C(=O)CN1CCCN(S(C)(=O)=O)CC1 (stereo not given)	-4	/	12
CC(C(=O)NC1CCCC1)S(=O)(=O)Cc1cccc2ccccc12 (stereo not given)	-14	/	-9
CCOC(=O)C1(Cc2cccc(F)c2)CCN(Cc2cc(C)[nH]n2)CC1	15	-5	-3
Cc1ccc(CN(CCc2c[nH]c3ccccc23)C(=O)CN(C(C)C)S(=O)(=O)c2ccc([N+](=O)[O-])cc2)cc1	/	-5	2
CC(C)n1cc(C(=O)NCc2cccnc2N(C)C)cn1	19	/	-7
CC(=O)N1CCc2c(nc(C)nc2N(C)C/C=C/c2ccccc2)C1	/	-9	-3
Cc1[nH]c2ccccc2c1/C=N\N1C(=O)C2C(C1=O)C1C=CC2C12CC2 (stereo not given)	1	2	1
Cc1ccc(NC(=O)C(=O)NCCCN(C)C)c(C)c1	8	/	2
CC(C)(C)NC(=O)N1CC=C(C(=O)NC2CC2)CC1	/	-4	-10
O=C(/C=C/c1cccs1)N(Cc1ccccn1)c1nc2c(F)cc(F)cc2s1	1	-12	-10
O=C1C2C(C(=O)N1/N=C\c1ccc(N3CCCCC3)o1)C1C=CC2C12CC2 (stereo not given)	12	-2	-4
COc1cccc(-c2cc(C(=O)NCc3ccc4c(c3)OCO4)n3nc(C(C)(C)C)cc3n2)c1	-10&18	-7&-6	-5&-2
CC(=O)NCc1ccc(S(=O)(=O)N2CCN(Cc3c(C)noc3C)CC2)cc1	3	/	-1
CC(C)n1cc(C2c3[nH]c4ccccc4c3CCN2CCCn2cccn2)cn1 (stereo not given)	-1&-10	-9&0	-5&1
CCCC(=O)Nc1c(-c2cc(C)cc(C)c2)nc2cc(C)ccn12	-9	-7	-7
COc1ccc(/C=C2\C=C(c3ccccc3)N(c3cccc(C(C)=O)c3)C2=O)cc1Br	0	-3	-4

Three entries from above in a different format.
O=C1C2C(C(=O)N1/N=C\c1ccc(N3CCCCC3)o1)C1C=CC2C12CC2 (stereo not given)
- NPYLR7 agonist: 12
- mcGAS inh: -2
- hcGAS lum: -4
COc1cccc(-c2cc(C(=O)NCc3ccc4c(c3)OCO4)n3nc(C(C)(C)C)cc3n2)c1
- NPYLR7 agonist: -10&18
- mcGAS inh: -7&-6
- hcGAS lum: -5&-2
CC(=O)NCc1ccc(S(=O)(=O)N2CCN(Cc3c(C)noc3C)CC2)cc1
- NPYLR7 agonist: 3
- mcGAS inh: /
- hcGAS lum: -1

Three records drawn at random from the list so far, as already listed:
SMILES	NPYLR7 agonist	mcGAS inh	hcGAS lum
CC(C)NC(=O)Cn1c(-c2nnc(C(C)C)o2)cc2ccccc21	-2	-9	-7
O=C(CC1NC2CCCCC2NC1=O)Nc1ccccc1 (stereo not given)	-5	/	6
O=S(=O)(c1cccnc1)N(Cc1ccsc1)c1cccnc1	-1	/	4

The list goes on:
SMILES	NPYLR7 agonist	mcGAS inh	hcGAS lum
COc1ncccc1C(=O)N1C[C@@H]2[C@H](C1)[C@H]1CC[C@@H]2O1	8	-12	-7
O=C(NNC(=O)c1ccco1)NC1CCCCC1	-1	/	-4
CNC(=O)c1ccc(CN(Cc2csc(C3CCCC3)n2)C2CC2)cc1	-2	/	3
Cc1ccc(-c2nc(N3CCN(S(=O)(=O)c4ccc(F)cc4)CC3)c3ccc(Cl)cc3n2)cc1	13	-7	-3
Cc1ccc(F)c(S(=O)(=O)NC(=O)C2(C)CCN2C(=O)C/C=C/c2ccccc2)c1 (stereo not given)	2	/	-8
O=C(Cc1cccs1)N[C@H]1[C@H](O)[C@@H]2O[C@H]1c1ccccc12	4	-5	-1
Cc1c(Cl)c(C(F)(F)F)nn1CC(=O)Nc1cc(C(F)(F)F)ccc1Cl	0	-8	-6
CC(=O)Nc1ccc(F)c(C(=O)N2c3ccccc3OCC2C)c1 (stereo not given)	5	/	-14
CCCc1nnc(-c2cc3ccccc3n2CC(=O)Nc2ccc(C(F)(F)F)cc2)o1	-8	-6	-4
CCc1ccc(CN2CCN(c3cc(C(N)=O)ccn3)CC2)nc1	/	-11	-6
Cc1ccc[n+](C2=C(c3c(C(C)C)[nH]n(-c4ccc(F)cc4)c3=O)C(=O)N(C3CCCCC3)C2=O)c1	4	-8	-2
O=C(NN=Cc1ccc(O)c(O)c1)C1COc2ccccc2O1 (stereo not given)	-5	-2	-6
Cc1cccc2oc(-c3ccc(NC(=O)c4cccs4)cc3Cl)nc12	30	-6	-6
CC1N=C(C(=O)N(C2CCCCC2)C2CC2)NN(c2ccccc2)C1=O (stereo not given)	-2	/	-3
O=P1(NCc2ccccn2)C=C(c2ccccc2)SC(c2ccccc2)=C1	1	-5	-11
CCCc1noc(CN2CCN(c3cnn(C)c3)C(=O)C2)n1	2	/	-12
C=CCn1c(=O)c2c(nc3n(C4CCCCC4)c(C)c(C)n23)n(C)c1=O	9	/	-6
CNc1cc2c(Nc3cccc(Br)c3)ncnc2cn1	-9	/	-2
COc1cccc(-c2cc(C(=O)N3CCN(C(=O)c4cccc([N+](=O)[O-])c4)CC3)c(C)n2-c2ccccc2)c1	0	-3	-12
CN1CCCC2(CCN(C(=O)C3(c4ccccc4F)CC3)C2)C1=O (stereo not given)	1	/	-3
